MITF inh: MITF inhibitors, primary screen, biochemical, AlphaScreen, human; Microphthalmia-associated transcription factor (Homo sapiens), O75030; AlphaScreen MITF homodimerization, bead proximity signal; inhibition, % at 2.6 µM; hit rate 0.91% among 650,000; AID 1259374, 2018; in the data active = inhibition above about 50%;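 note: 0% = vehicle wells with protein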
TEAD-YAP inh: TEAD-YAP interaction inhibition, primary screen, TEAD-YAP interaction inhibitor project, luminescence, HEK-TIYL cells; TEAD-Gal4/YAP UAS-luciferase luminescence; inhibition, % at 9.12 µM; hit rate 1.4% among 640,000; AID 1259422, 2018; in the data active = inhibition above about 32%;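 note: 0% = median of test compound wells and 100% = reference inhibitor wells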
GPR151 ag: activators of human GPR151, primary screen, cell-based, PathHunter beta-arrestin, luminescence. G-protein coupled receptor 151 (Homo sapiens), Q8TDV0. hit rate 1% among 650,000. PathHunter beta-arrestin GPR151 cells. activation, % at 11.2 µM; in the data active = activation above about 4.9%;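 note: 0% = median of compound wells and 100% = cells with positive control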
Target sequence (Q8TDV0 whole entry, looked up): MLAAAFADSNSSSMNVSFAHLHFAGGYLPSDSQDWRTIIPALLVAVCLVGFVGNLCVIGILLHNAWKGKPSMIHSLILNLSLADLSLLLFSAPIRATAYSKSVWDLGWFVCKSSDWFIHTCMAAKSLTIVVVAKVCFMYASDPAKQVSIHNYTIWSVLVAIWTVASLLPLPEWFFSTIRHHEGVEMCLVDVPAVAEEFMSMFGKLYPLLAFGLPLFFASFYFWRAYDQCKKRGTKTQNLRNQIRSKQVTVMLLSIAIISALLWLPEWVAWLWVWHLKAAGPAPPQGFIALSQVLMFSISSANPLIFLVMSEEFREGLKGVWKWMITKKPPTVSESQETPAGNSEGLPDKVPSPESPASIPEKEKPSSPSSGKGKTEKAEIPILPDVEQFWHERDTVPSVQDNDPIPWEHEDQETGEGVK
FBW7 activator: FBW7 E3 ligase activators, primary screen, biochemical, AlphaScreen, human. F-box/WD repeat-containing protein 7 (Homo sapiens), Q969H0. AlphaScreen FBW7–phospho-cyclin E peptide binding, activator screen. normalized activity (activation), % at 26.1 µM. hit rate 0.13% among 650,000. AID 1259310, 2017; in the data active = normalized activity above about 1.9%;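 note: purified mutant Fbw7 with reduced substrate affinity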
Target sequence (Q969H0 whole entry, looked up): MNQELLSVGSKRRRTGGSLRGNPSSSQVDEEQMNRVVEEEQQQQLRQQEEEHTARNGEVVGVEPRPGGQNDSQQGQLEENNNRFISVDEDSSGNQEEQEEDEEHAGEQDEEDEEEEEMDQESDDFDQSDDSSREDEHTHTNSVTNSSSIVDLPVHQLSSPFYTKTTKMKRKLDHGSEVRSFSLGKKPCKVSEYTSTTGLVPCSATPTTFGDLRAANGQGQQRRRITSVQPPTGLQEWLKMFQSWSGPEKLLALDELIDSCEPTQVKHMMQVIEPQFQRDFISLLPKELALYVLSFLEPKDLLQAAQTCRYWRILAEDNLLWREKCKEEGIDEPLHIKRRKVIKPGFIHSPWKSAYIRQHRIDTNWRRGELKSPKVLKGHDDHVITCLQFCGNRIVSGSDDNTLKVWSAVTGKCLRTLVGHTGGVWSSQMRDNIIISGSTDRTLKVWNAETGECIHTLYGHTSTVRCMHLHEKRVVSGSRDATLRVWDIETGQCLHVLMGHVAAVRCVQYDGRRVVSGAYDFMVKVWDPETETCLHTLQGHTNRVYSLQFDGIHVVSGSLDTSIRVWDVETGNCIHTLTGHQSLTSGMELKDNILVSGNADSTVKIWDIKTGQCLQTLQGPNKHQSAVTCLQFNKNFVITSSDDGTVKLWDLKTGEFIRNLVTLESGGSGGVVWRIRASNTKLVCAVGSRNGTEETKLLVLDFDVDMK
* hit, by the source's call; & = joins results of further samples.

SMILES	MITF inh	TEAD-YAP inh	GPR151 ag	FBW7 activator
CC(=O)Nc1ccc(Nc2ncnc3nc(N4CCc5ccccc5C4)[nH]c23)cc1	7	-6	-2.4	0.8
Cc1ccc(N2C(=O)c3cc(N4CCC(Cc5ccccc5)CC4)c([N+](=O)[O-])cc3C2=O)cc1	20	-13	0.6	0.0
COc1cccc(OC)c1C(=O)Nc1ccc(C(=O)OC2CCCCC2)cc1	3	4	-1.2	-0.2
Cc1c(Cl)cccc1NC(=O)CSCC(N)=O	8	1	-1.0	-0.1
Cc1cc(C)n(CCNC(=O)C2(c3cccs3)CCCC2)n1	-6	9	0.0	0.0
CC1(C)NC(=O)N(CC(O)COc2ccccc2Cl)C1=O (stereo not drawn)	5	-10	0.1	0.0
COc1ccc([N+](=O)[O-])cc1NC(=O)Nc1ccc(Br)cc1Cl	-22	-5	0.0	-0.1
Cc1cc(=O)[nH]c(SCC(=O)Nc2ccccc2C(F)(F)F)n1	-4	0	3.9	0.2
OCCC1CN(Cc2cc(F)ccc2F)CCN1Cc1ccc(F)cc1 (stereo not drawn)	4	-13	1.7	0.0
Cc1cc(OCCCN2CCOCC2)ccc1C(C)C	18	-17	-0.8	0.1
O=C(CSCc1ccccc1)NCCN1CCN(c2ccccc2F)CC1	-2	-7	-1.4	0.2
Cc1cc(S(=O)(=O)N(C)c2ccccc2)ccc1F	2	-3	0.4	0.0
O=C1N=c2ccccc2=C1c1c(O)n(-c2cccc(F)c2)[nH]c1=O	9	9	-1.0	0.0
O=C1OC(c2cccc([N+](=O)[O-])c2)=N/C1=C\c1cccc(F)c1	3	-1	-0.3	-0.2
O=c1[nH]c(N2CCCCC2)nc2c1CN(Cc1nnnn1Cc1cccs1)CC2	-1	1	0.5	0.1
O=C(NC1(C(F)(F)F)NC(=O)N(c2ccc(Cl)cc2)C1=O)c1cccs1 (stereo not drawn)	13	3	-0.3	0.9
CC(=O)Nc1ccc(N=Cc2ccccc2OC(=O)c2cccnc2)cc1	-3	-5	1.6	-0.1
O=C(c1cccc(Cl)c1)N1CCN(c2ccc([N+](=O)[O-])c(N3CCOCC3)c2)CC1	-4	13	0.5	-0.2
NS(=O)(=O)c1ccc(CNc2ccc3ncc(-c4ccccc4)n3n2)cc1	-7	-12	1.8	0.0
COc1ccc(N(CC(=O)Nc2ccc(F)c(Cl)c2)S(C)(=O)=O)cc1Cl	-2	-1	0.7	-0.3
CCCS(=O)(=O)c1ncc(Cl)c(C(=O)Nc2ccc(CC)cc2)n1	5	27	1.2	-0.1
CC(NC(=O)C(NC(=O)C1OC2OC(C)(C)OC2C2OC(C)(C)OC12)C(C)C)C(=O)O (stereo not drawn)	5	11	0.5	0.1
COc1cccc(C(=O)N[C@H]2C[C@H]3C(=O)N[C@H](CC(C)C)C(=O)N3C2)c1	1	5	3.9	-0.5
CC(C)C(CO)Nc1nccn2c(-c3ccc(F)cc3)cnc12 (stereo not drawn)	-9	-1	2.1	-0.1
CSC1=NCCN1C(=O)c1ccc2ccccc2c1	-9	-12	2.1	0.2
C/C(=N\OC(=O)c1c(-c2c(F)cccc2Cl)noc1C)c1nccs1	22	8	-0.4	0.3
O=C1NC(=S)N/C1=C/c1ccc(-c2cccc(Br)c2)o1	3	4	2.7	-0.1
COCCCNC(=O)c1sc2ncnc(N3CCN(c4ccc(OC)cc4)CC3)c2c1C	4	15	2.0	-0.2
Oc1ccccc1/C=N/Nc1ccc(Cl)nn1	51*	72*	0.4	-0.1
CCCCN(CCCC)S(=O)(=O)c1ccc(NC(=O)CN2CCOCC2)cc1	7	3	1.2	0.9
COc1ccc(CN2CCNC(=O)C2CC(=O)N(C)Cc2ccc(F)cc2)c(OC)c1 (stereo not drawn)	6	5	0.3	-0.1
O=C(NC1CCCCCCC1)c1ccc2c(c1)OCO2	-7	10	-4.3	-0.1
COc1ccc(-n2c(C)cc(/C=C3/NC(=O)NC3=O)c2C)cc1	1	2	-1.0	0.0
O=C(Nc1ccccc1F)C1CCN(C(=O)c2ccc(F)cc2)CC1	-4	9	0.7	0.1
N#CCC(=O)Nc1cccc(C(F)(F)F)c1	-10	8	2.8	0.1
CSc1nnc(C)c(=O)n1COC(=O)COc1ccc(Cl)cc1Cl	13	0	-2.0	1.1
CC(C)c1ccc(NC(=O)c2ccc([N+](=O)[O-])cc2)cc1	21	-20	-1.3	0.0
Cn1c(=O)c2c(nc(SCCNS(=O)(=O)c3ccccc3)n2C)n(C)c1=O	-11	2	0.8	0.1
N#CC1=C(SCC(=O)OCc2ccccc2)NC(=O)CC1c1cccc([N+](=O)[O-])c1 (stereo not drawn)	7	-16	1.1	-0.1
Cc1cc(N2C(=O)c3ccc(C(=O)NCc4ccccc4)cc3C2=O)no1	11	2	-0.2	0.6
COc1ccc(NC(=O)CN2C(=O)C3(OCCCO3)c3ccccc32)c(OC)c1	0	21	-0.5	0.3
CCOC(=O)c1sc(NC(=O)CSc2nnc(CNC(=O)c3c(F)cccc3Cl)n2C2CCCCC2)c(C(=O)OCC)c1C	0	-12	0.3	0.0
Cc1cccn2c(=O)c(/C=C(\C#N)C(N)=O)c(Oc3ccc(F)cc3)nc12	-3	8	1.6	-0.1
CCc1ccc(OCCCC(=O)Oc2ccc3c(c2)oc(=O)c2ccccc23)cc1	14	-4	-0.1	-0.7
CCOc1ccc(CCNC(=O)c2[nH]c(C)c(C(C)=O)c2CC)cc1OCC	12	4	0.1	0.1
Cc1cc(C)nc(NS(=O)(=O)c2ccc(NC(=O)C34CC5CC(CC(C5)C3)C4)cc2)n1	-9	0	0.0	-0.2
O=C(Nc1ccc(-c2nc3ncccc3o2)cc1)c1cccc(Cl)c1Cl	0	-52	-1.2	0.0
Cc1ccc2c(c1)C(=O)CCCC1C(=O)N2CCN1C(=O)c1ccccc1 (stereo not drawn)	-9	-4	-0.1	0.2
CCC1CCCCN1S(=O)(=O)c1cccc2nsnc12 (stereo not drawn)	-2	8	0.2	0.0
Cc1ccc(CN2CC34C=CC(O3)C(C(=O)NCc3ccc5c(c3)OCO5)C4C2=O)cc1 (stereo not drawn)	1	14	-0.7	-0.1

A draw from above in order of molar mass, low to high.
SMILES	MITF inh	TEAD-YAP inh	GPR151 ag	FBW7 activator
Cc1ccc2c(c1)C(=O)CCCC1C(=O)N2CCN1C(=O)c1ccccc1 (stereo not drawn)	-9	-4	-0.1	0.2
CCOc1ccc(CCNC(=O)c2[nH]c(C)c(C(C)=O)c2CC)cc1OCC	12	4	0.1	0.1
CCc1ccc(OCCCC(=O)Oc2ccc3c(c2)oc(=O)c2ccccc23)cc1	14	-4	-0.1	-0.7

Remaining list, next part.
SMILES	MITF inh	TEAD-YAP inh	GPR151 ag	FBW7 activator
COc1ccc(C2=NN3C(C2)c2cc(Cl)ccc2OC3c2cccc(OC)c2OC)cc1 (stereo not drawn)	5	-71	-1.6	0.2
Cc1nn(CCC#N)c2nc(-c3ccccc3)cc(C(F)(F)F)c12	15	3	0.8	0.6
CC(=O)Nc1ccc(OCc2ccccc2C#N)cc1	0	-27	1.3	0.0
Cc1ccc(S(=O)(=O)NC2OC(=O)C(Cl)=C2Cl)cc1 (stereo not drawn)	15	-1	1.9	0.2
N#CCc1c(C#N)c(N)nc(SC(=N)N)c1C#N	33	0	-1.1	-0.2
COc1ccccc1CNC(=O)c1nnn(Cc2ccccc2)c1N	-4	-6	14*	0.1
CCN(CC)c1ncnc2c1sc1nc(N3CCOCC3)c3c(c12)CCCC3	1	5	0.3	-0.3
c1ccc(OC2OCCOC2Oc2ccccc2)cc1 (stereo not drawn)	4	-1	-0.6	-0.2
Cc1ccc(NC2=C(Cl)C(=O)OC2OC(=O)c2ccco2)c(C)c1 (stereo not drawn)	-4	0	2.7	-0.1
O=S(=O)(NCc1ccccc1)c1ccc(-c2ncnc3[nH]ccc23)cc1	12	-8	3.9	-0.3

Random excerpt: seven entries already listed
SMILES	MITF inh	TEAD-YAP inh	GPR151 ag	FBW7 activator
Cc1ccc(NC2=C(Cl)C(=O)OC2OC(=O)c2ccco2)c(C)c1 (stereo not drawn)	-4	0	2.7	-0.1
O=S(=O)(NCc1ccccc1)c1ccc(-c2ncnc3[nH]ccc23)cc1	12	-8	3.9	-0.3
Cc1ccc(S(=O)(=O)NC2OC(=O)C(Cl)=C2Cl)cc1 (stereo not drawn)	15	-1	1.9	0.2
COc1ccc(C2=NN3C(C2)c2cc(Cl)ccc2OC3c2cccc(OC)c2OC)cc1 (stereo not drawn)	5	-71	-1.6	0.2
c1ccc(OC2OCCOC2Oc2ccccc2)cc1 (stereo not drawn)	4	-1	-0.6	-0.2
CC(=O)Nc1ccc(OCc2ccccc2C#N)cc1	0	-27	1.3	0.0
N#CCc1c(C#N)c(N)nc(SC(=N)N)c1C#N	33	0	-1.1	-0.2

New compounds follow.
SMILES	MITF inh	TEAD-YAP inh	GPR151 ag	FBW7 activator
CN(C)S(=O)(=O)Nc1ccc(N2CCC(NC3Cc4ccccc4C3)CC2)cc1	7	4	0.3	-0.3
Cc1nc2ccccn2c1C(=O)N1CCC(C)CC1	4	3	2.1	0.2
CCOc1ccc(-n2nnc(C(=O)Nc3ccccc3Cl)c2C)cc1	4	-4	0.2	-0.1
NS(=O)(=O)c1ccc(CCNC(=S)Nc2ccccc2)cc1	21&-9	1&-5	0.1&-1.2	0.7&-0.1
CCCCOC(=O)c1cc(-c2ccc(/C=C3\NC(=S)NC3=O)o2)ccc1Cl	8	-6	-1.1	0.2
CCOC(=O)N1CCN(C(=O)c2sc3ncn(Cc4ccccc4Cl)c(=O)c3c2C)CC1	13	18	-1.2	0.5
Cc1ccc(NC(=O)CSc2nc3ccccc3c(=O)n2CCC(=O)NCCc2ccccc2)cc1	4	1	-1.4	-0.1
Cc1ccc(Nc2ccc(N3CCN(C(=O)CC(C)C)CC3)nn2)cc1	18	8	-0.5	0.2
CN(C)CCn1ncc2cc(NC(N)=S)ccc21	15	11	0.5	0.2
CCC(CC)c1nnc(NC(=O)c2cn(CC)c3nc(C)ccc3c2=O)s1	8	-8	2.1	0.0
CCCCOC(=O)C1=C(C)Nc2nnnn2C1c1cccc(OC)c1 (stereo not drawn)	0	6	-0.7	0.3
CC(C)(C)c1ccc(OCC(=O)Nc2ccc3oc(-c4cccc(Br)c4)nc3c2)cc1	1	11	1.2	0.6
CCN(CC)c1ccc(O)c(C=Nc2ccc(S(N)(=O)=O)cc2)c1	-15	0	-0.2	0.0
CCN(CC(=O)N1CCCCC1)S(=O)(=O)c1ccc(C)cc1	0	-6	0.0	0.0
CCn1c(C(=O)O)c(CC(=O)N(C)c2cc(Cl)ccc2OC)c2ccccc21	-8	-5	-1.2	0.2
CCOC(=O)C1=C(C)NC2=C(C(=O)CC(C)(C)C2)C1c1ccc(N(C)C)cc1 (stereo not drawn)	10	2	-1.1	0.1
Cc1cc(C)nc(/N=C(\N)Nc2ccccc2O)n1	9&-1	-54&-42	-3.6&-1.1	0.2&0.0
COc1ccc(NC(=O)c2ccc(SC)cc2)c2ccccc12	5	-9	0.3	0.2
CC(=O)Nc1ccc(-n2c(/C=C/c3cccc([N+](=O)[O-])c3)nc3ccccc3c2=O)cc1	3	0	1.9	-0.3
O=C(Nc1ccc2oc(-c3ccc(I)cc3)nc2c1)c1ccc2c(c1)OCCO2	-10	-17	-0.9	0.0
O=C(Nc1ccncc1)c1c(O)c2cccc3c2n(c1=O)CCC3	-5	-15	-1.0	-0.1
O=C(NN1C(=O)C2C3C=CC(C3)C2C1=O)c1ccccc1Cl (stereo not drawn)	8	-4	1.0	0.1
C[C@@H](O)[C@@H]1NC(=O)[C@@H]2C[C@H](NCc3sc4ccccc4c3Cl)CN2C1=O	14	5	0.7	0.1
CCn1cccc(-c2nnc(SCC(=O)Nc3ccc(C)cc3C)n2C)c1=O	-13	7	0.2	0.2
Cc1ccc(CNC(=O)c2cc3c(s2)-c2c(C)cccc2OC3)o1	0	-15	0.2	0.2
CCOc1ccc(C2/C(=C(/O)c3ccc(Cl)cc3)C(=O)C(=O)N2CCC(=O)O)cc1 (stereo not drawn)	-14	10	1.0	-0.1
CCOc1cc(/C=C2/SC(=Nc3ccccc3)N(Cc3ccccc3)C2=O)ccc1OCc1ccccc1	6	4	0.0	0.0
Cc1c(Cl)cccc1NC(=O)CSc1nnc(-c2cccc(F)c2)c(-c2cccc(F)c2)n1	11	15	0.8	0.1
O=C(NCc1cccnc1)c1cnc(Nc2ccc(-n3ccnc3)cc2)s1	-3	-4	1.9	0.2
CCOC(=O)c1c(-c2ccccc2)csc1NC(=O)c1ccc(I)cc1	13	-2	-0.4	0.1
Cc1ccccc1CC(=O)Nc1cnc2cnc(-c3ccc(N4CCN(C)CC4)nc3)cn12	-4	-20	1.8	-0.1
Cc1ccc(C)c(OCC(=O)Nc2ccc(N3CCOCC3)cc2)c1C	13	7	1.5	0.3
CCc1ccc(-c2nc3ccccc3c(=O)o2)cc1	-2	-10	-8.7	0.0
CCCS(=O)(=O)c1c(S(=O)(=O)CCC)c2c(C)cccn2c1C(N)=O	-4	-2	1.0	0.1
CCC(=O)Nc1nnc(SCC(=O)N(C(C)C)C(C)C)s1	5	2	0.3	0.1
CCCOc1c(/C=C2/SC(=S)N(CCC(=O)O)C2=O)cccc1OC	-3	-9	-1.1	-0.3
C=CCN1CCN(C(c2ccc(OCC)cc2)c2nnnn2CCOC)CC1 (stereo not drawn)	7	-7	0.7	0.0
CCOC(=O)CNC(=O)c1cn(-c2ccc(Cl)cc2)c(=O)c2ccccc12	-8	-3	1.3	-0.2
CCOC(=O)c1sc2ncnc(Nc3ccc(C(F)(F)F)cc3)c2c1C	13	-8	0.2	0.0

Source: PubChem

An unsorted share of the library; 3.4% or so of the library scored in one or more.
